# High-throughput results (PubChem BioAssay)
# ALOX12 inh = blocks human arachidonate 12S-lipoxygenase | P18054 | purified 12hLO, xylenol orange hydroperoxide absorbance | Potency, µM (series often up to 108 µM), without a hit: at the top dose activity change, negative = inhibition, most hits filed as inhibitors | 580,000 compounds, 1.1% hits; active means well fitted inhibition curve with a large enough effect; inconclusive means small, poorly fitted or top-dose-only effect, or another doubt; inactive means no such curve, though single readings can be large or run the other way
# Target sequence (P18054 whole entry, looked up): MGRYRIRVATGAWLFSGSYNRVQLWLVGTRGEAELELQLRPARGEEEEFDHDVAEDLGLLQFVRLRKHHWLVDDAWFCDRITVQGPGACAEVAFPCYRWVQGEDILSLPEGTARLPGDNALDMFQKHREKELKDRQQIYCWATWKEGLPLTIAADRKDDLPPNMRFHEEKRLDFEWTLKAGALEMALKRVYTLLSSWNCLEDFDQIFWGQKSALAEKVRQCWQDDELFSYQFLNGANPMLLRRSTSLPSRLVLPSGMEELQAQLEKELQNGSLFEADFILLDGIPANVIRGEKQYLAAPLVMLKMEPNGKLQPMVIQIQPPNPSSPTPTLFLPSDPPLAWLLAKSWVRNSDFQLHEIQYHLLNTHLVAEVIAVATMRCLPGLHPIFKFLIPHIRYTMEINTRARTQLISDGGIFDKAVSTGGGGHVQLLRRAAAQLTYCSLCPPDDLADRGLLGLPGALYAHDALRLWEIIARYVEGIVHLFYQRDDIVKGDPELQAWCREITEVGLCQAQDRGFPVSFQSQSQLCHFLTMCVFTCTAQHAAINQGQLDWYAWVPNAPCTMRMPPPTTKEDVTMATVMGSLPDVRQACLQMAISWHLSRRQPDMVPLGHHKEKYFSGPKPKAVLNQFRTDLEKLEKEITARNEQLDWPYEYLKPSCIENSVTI
#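 Hydroperoxide product was detected by ferrous iron/xylenol orange as the 573 to 405 nm absorbance ratio. Arachidonic acid at 40 uM (final) was turned over for 30 min at room temperature by 150 nM human 12hLO, pH 7.0 Hepes buffer, after 15 min compound preincubation.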
# * hit, by the source's call; ? = inconclusive; & = joins results of further samples; [ ] = another dose, or the depositor's remark. On the % scale 0 is the no-effect control and ±100 the full control effect; potency means the concentration at half of the fitted maximal effect.
# A first look:
entry	ALOX12 inh	molecule
1	36%[activator][176 µM]	Cn1cccc1CN1CCC(n2cc[nH]c2=O)CC1
2	2%[6.33 µM]	COc1ccc(C2=NOC3(CCCN(C(=O)C4CCCCC4)C3)C2)cc1 (stereo not drawn)
3	7.9µM*	CCN(CC)c1ccc(NS(=O)(=O)c2ccc3c(c2)CCCC3)cc1C(=O)O
4	-4%	COc1ccc2[nH]c3c(c2c1)CCNC31CCN(S(=O)(=O)c2c(C)nn(C)c2C)CC1
5	?	O=C(COC(=O)c1ccc2ccccc2n1)c1ccc(Cl)cc1
6	8%[176 µM]	Cn1ccc(NC(=O)[C@@H]2C[C@@H](c3ccc(F)cc3)N(CCOc3ccccc3)C2)n1

# The list itself, from the first entry:
entry	ALOX12 inh	molecule
1	36%[activator][176 µM]	Cn1cccc1CN1CCC(n2cc[nH]c2=O)CC1
2	2%[6.33 µM]	COc1ccc(C2=NOC3(CCCN(C(=O)C4CCCCC4)C3)C2)cc1 (stereo not drawn)
3	7.9µM*	CCN(CC)c1ccc(NS(=O)(=O)c2ccc3c(c2)CCCC3)cc1C(=O)O
4	-4%	COc1ccc2[nH]c3c(c2c1)CCNC31CCN(S(=O)(=O)c2c(C)nn(C)c2C)CC1
5	?	O=C(COC(=O)c1ccc2ccccc2n1)c1ccc(Cl)cc1
6	8%[176 µM]	Cn1ccc(NC(=O)[C@@H]2C[C@@H](c3ccc(F)cc3)N(CCOc3ccccc3)C2)n1
7	23%[176 µM]	COc1ccc(C(=O)N2C[C@@H](F)[C@@H](OCc3nc4ccc(F)cc4[nH]3)C2)cc1
8	-14%	O=C(c1ccc(Cl)cc1)C(CN1CCCCCC1)c1ccccc1 (stereo not drawn)
9	0%	COc1ccc(-n2[nH]c3c4c(ncc3c2=O)CCCCC4)cc1
10	?	O=C(O)C(c1c[nH]c2cc(OCc3ccccc3)ccc12)N1CCN(c2cccc(Cl)c2)CC1 (stereo not drawn)
11	34%	Cc1ccc2oc(-c3cc(NC(=O)CC(C)C)ccc3O)nc2c1
12	?	N#Cc1cccc(-c2nc3cnc(N4CCOCC4)nc3n(C[C@H]3CCCO3)c2=O)c1
13	35%[activator]	CCC1c2nccn2CCCN1C(=O)C1CCOCC1 (stereo not drawn)
14	41%	O=C(NC1=N[C@@]2(C=C3CCCCC3n3c(=O)n(-c4ccccc4)c(=O)n32)[C@H](Cc2ccccc2)N1Cc1ccccc1)c1ccccc1 (stereo partly drawn)
15	2%	CN1CCCCC(NC(=O)c2cccs2)C1=O (stereo not drawn)
16	-18%	O=C(O)c1cc(NC(=O)c2ccc(CO)cc2)cc(C(=O)O)c1
17	29%[176 µM]	COCc1ccc2c(c1)c(OC(C)(C)C(=O)N1CCN(C)CC1)nn2Cc1cccnc1
18	15%	O=C(CC1=CCCCC1)NC1CCc2n[nH]c(=O)n2CC1 (stereo not drawn)
19	46%[activator][176 µM]	Cc1csc(NC(=O)c2nc3c(o2)CCN(Cc2ccc(C#N)cc2)CC3)n1
20	-1%	CCC(CC)C(CNc1ccc2nnnn2n1)N1CCCC1 (stereo not drawn)
21	-2%	COc1ccc(C(=O)N2CCCCCNC(=O)[C@@H]3CCCC[C@@H]32)cc1F
22	?	CCCCCNC(=O)Cc1csc2nc(C)c(-c3cc(C)n(-c4cc(Cl)ccc4C)n3)c(=O)n12
23	-3%	CCOc1ccc2oc(C(=O)NC(c3ccc(F)cc3)c3nccn3C)c(C)c2c1 (stereo not drawn)
24	-14%	COc1ccc(C(=O)NCC2CCN(C(=O)C(=O)c3cc4ccccc4o3)CC2)cc1
25	5%	COc1ccc2cc(COC(=O)C3CCN(S(=O)(=O)c4ccc(F)cc4)CC3)ccc2c1
26	14%	CS(=O)(=O)N1CCCC1C(=O)Nc1ccc(-c2cccc(F)c2)cc1 (stereo not drawn)
27	?	Cc1nc2c(c(-c3ccc(O)cc3)n1)CN(Cc1cccc3ccccc13)CC2
28	-1%[176 µM]	Cn1ccc2c(C(=O)NCCC(N)=O)nc(-c3ccccc3C(F)(F)F)cc21
29	?	O=C1CN(C(=O)Cc2c[nH]c3ncc(-c4ccccc4)cc23)CCN1
30	-16%	COC(=O)C1=CN(c2ccc(OC)cc2OC)C(N)=C(C#N)C1c1cccc([N+](=O)[O-])c1 (stereo not drawn)
31	28%	Cc1ccccc1N1CCN(C(=O)c2cc3n(n2)CC(c2ccc(Cl)cc2)OC3)CC1 (stereo not drawn)
32	-4%	CCc1nc2c(c(-c3ccc(O)cc3)n1)CN(Cc1cccc3ccccc13)CC2
33	?	COc1ccccc1CN1CC[C@@H]2OCC(=O)N(Cc3c[nH]c4ccccc34)[C@H]2CC1
34	?	Cc1ccc(S(=O)(=O)C(CC(=O)c2ccc(Cl)cc2)C(=O)c2ccc(Cl)cc2)cc1 (stereo not drawn)
35	39%[activator]	Cn1cnc(S(=O)(=O)N2CCC(N3CC(OCC4CC4)C34CCOCC4)CC2)c1 (stereo not drawn)
36	?	Cc1ccc(C(=O)Sc2nc(C)cc(C)n2)cc1
37	?	O=C1CCC/C(=N/NC(=O)c2ccc(Cl)cc2)C1
38	-2%	C=C(C)Cn1c(SCCOCC)nc2c1c(=O)[nH]c(=O)n2C
39	3%	O=C(Cn1c(NCc2ccccc2)nc2ccccc21)N1CCOCC1
40	46%[activator]	O=C(c1nccc2ccccc12)N1CCC2(CC1)CC(Cc1nc(C3CC3)no1)CCO2 (stereo not drawn)
41	47%[activator]	O=C1NCCCCCCN(C(=O)COc2ccccc2)[C@H]2CCC[C@@H]12
42	3%[176 µM]	COCCNC(=O)C(C)[C@@H]1CC[C@@]2(C)CC[C@H](NC(=O)c3ccccn3)[C@@H](C)[C@@H]2[C@H]1O (stereo partly drawn)
43	7%	Cc1onc(-c2ccccc2)c1-c1nnc(CN2CCN(CC(=O)N3CCOCC3)CC2)o1
44	-16%&134%	COc1ccc2[nH]c(I)c(CCNC(C)=O)c2c1
45	5%[176 µM]	CC(C)CCNC(=O)c1cnc2n1CCN(Cc1ccccc1F)CC2
46	12%	O=C(Cc1ccc(Br)cc1)N1CCCN(c2cc(-c3ccc(F)cc3)[nH]n2)CC1
47	-28%	CC(=O)N1CCN(c2nc(-c3ccccc3)nc3ccccc23)CC1
48	0.79µM*	COc1ccc(C2=Nc3ccccc3N(C(=O)c3ccc(C)cc3)C2C(=O)Nc2c(C)cccc2C)cc1 (stereo not drawn)
49	?	O=C1CCCN1CCCN1C(=O)[C@@H]2C[C@@H](O)CN2C2(CN(C3COC3)C2)C1=O
50	35%	COc1cccc(CN2C(=O)OC3(CCN(C(=O)Cc4ccccn4)CC3)C2(C)c2cccnc2)c1 (stereo not drawn)
51	-2%	COc1ccc(NC(=O)CSc2nc(=O)n(Cc3ccco3)c3c2CCC3)cc1
52	?	CC(OC(=O)c1cc[n+]([O-])cc1)C(=O)Nc1cccc2ccccc12 (stereo not drawn)
53	?	COCC(=O)N1N=C(c2ccc3c(c2)OCO3)CC1c1ccc2nccnc2c1 (stereo not drawn)
54	10%[176 µM]	CC(C)OC(=O)N1CCC(COc2cnc3c(ccn3CC(N)=O)c2)CC1
55	36%[activator]	C[C@H]1[C@@H]2[C@@H](O)C([C@H](C)C(=O)N3CCc4ccccc4C3)CC[C@@]2(C)CC[C@@H]1NC(=O)c1cnccn1 (stereo partly drawn)
56	-4%	CN(Cc1ccccc1Cl)C(=O)c1coc(COc2ccc3c(c2)OCO3)n1
57	?	CC(C(=O)Nc1ccc(F)cc1F)N1CCN(c2ccc([N+](=O)[O-])c3cnccc23)CC1 (stereo not drawn)
58	14%	Cc1nnnn1CCc1nc(COc2cccc(F)c2)nn1CCO
59	16%	Cc1noc([C@@H]2CN(C(=O)c3ccc4cc[nH]c4c3)C[C@H]2CO)n1
60	6%[176 µM]	COc1cccc(-c2nc(-c3c(C)noc3C)cc3c2cc(C)n3C)c1OC

# Exported bar-delimited: entries from further up.
entry | Molecule | ALOX12 inh
50 | COc1cccc(CN2C(=O)OC3(CCN(C(=O)Cc4ccccn4)CC3)C2(C)c2cccnc2)c1 (stereo not drawn) | 35%
37 | O=C1CCC/C(=N/NC(=O)c2ccc(Cl)cc2)C1 | ?
39 | O=C(Cn1c(NCc2ccccc2)nc2ccccc21)N1CCOCC1 | 3%
26 | CS(=O)(=O)N1CCCC1C(=O)Nc1ccc(-c2cccc(F)c2)cc1 (stereo not drawn) | 14%

# Going on with the list:
entry	ALOX12 inh	molecule
61	?	COc1cccc(Nc2cc(C)nc3ccc(Cl)cc23)c1
62	-8%[57.4 µM]	O=C(c1cccc(F)c1)N1CCC2(CC1)CCN(c1ncccn1)CC2
63	-10%	COCCN1C(=O)c2ccccc2C(C(=O)Nc2nnc(C3CC3)s2)C12CCCCC2 (stereo not drawn)
64	75%[activator]	Cc1cc(C)n(CCC(=O)N[C@@H]2CN(Cc3ccncc3)C[C@H]2CN(C)C)n1

# Compounds shown so far with a COOH group:
entry	ALOX12 inh	molecule
3	7.9µM*	CCN(CC)c1ccc(NS(=O)(=O)c2ccc3c(c2)CCCC3)cc1C(=O)O
10	?	O=C(O)C(c1c[nH]c2cc(OCc3ccccc3)ccc12)N1CCN(c2cccc(Cl)c2)CC1 (stereo not drawn)
16	-18%	O=C(O)c1cc(NC(=O)c2ccc(CO)cc2)cc(C(=O)O)c1

# Some of the compounds tested; count on the stated rates, not on these rows.
